Hsp70 displacement: Hsp70 inhibitors, probe displacement, primary screen, biochemical, fluorescence polarization (AID 583). Hsp70 fluorescence polarization probe displacement, mP; higher % means a stronger effect. displacement, % at 20 µM; hits with a dose series show IC50 in µM. 140,000 compounds, 0.06% hits; in the data active means displacement above about 50%;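 further: plate controls were vehicle for no effect and reference ligand for full effect; a part of the inactive calls stands beside numbers as strong as those of hits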
Rat MKP-3 inhibitors: MKP-3 phosphatase inhibitors, primary screen, biochemical, rat enzyme, in vitro (AID 425); recombinant MKP-3 phosphatase activity, fluorescence; higher % means a stronger effect; 110,000 compounds, 0.17% hits; one-dose inhibition, % at 20 µM; IC50 in µM for titrated hits; in the data active means inhibition above about 50%;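 further: plate controls were vehicle for no effect and reference inhibitor for full effect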
* = called active by the depositor; . = not tested or not shown; & = joins results of further samples.

Hsp70 displacement,Rat MKP-3 inhibitors,molecule
5.0%,-7%,COc1ccc2nc(NC(=O)CSc3nnc4n3C(C)(C)Cc3ccccc3-4)sc2c1
1.2%,0%,CCOc1ccc(S(=O)(=O)N(CC(=O)Nc2ccccc2OCC)c2ccc(C)cc2)cc1
7.4%,3%,Cn1cc(C(=O)c2ccc(F)cc2)cc1-c1nc2ccccc2n1C
-15%,-2%,COC(=O)c1cc2c(=O)n3cccc(C)c3nc2n(Cc2cccnc2)c1=N
2.7%,7%,O=C1CN(C(=O)CC2c3ccccc3-c3ccccc32)CC(=O)N1
-4.8%,.,O=C(NCC(=O)N(Cc1ccco1)C(C(=O)NC1CCCC1)c1cccnc1)c1ccco1 (configuration not stated)
0.5%,-4%,O=S(=O)(CCN1CCN(C(c2ccccc2)c2ccccc2)CC1)C(F)(F)F
-5.4%,.,Cc1ccc(N2C(=O)c3n[nH]c(C)c3C2c2ccco2)cc1 (configuration not stated)
-4.5%,5%,CSc1nc(-c2ccccc2F)c(C#N)c(=O)n1C
-1.6%,-10%,COc1ccc(NC(=O)N(CCN2CCCC2)Cc2cc3cc(OC)c(OC)cc3[nH]c2=O)cc1
-0.1%,-6%,c1cc(-n2cnnn2)ccc1NC1=NCCC1
0.0%,1%,CCCOC(=O)c1ccc(NC(=O)/C=C\C(=O)O)cc1
-0.4%,5%,C=CCOc1c(Cl)cc(CNn2cnnc2)cc1OC
-4.1%,9%,CCOC(=O)C1CCN(S(=O)(=O)c2cc(Br)cc3c2N(C(C)=O)C(C)C3)CC1 (configuration not stated)
-0.1%,-3%,COCCN(C(=O)c1csnn1)C(C(=O)NC(C)(C)C)c1cccc(OC)c1 (configuration not stated)
-2.1%&1.1%,2%&10%,O=c1cc(-c2c(F)c(F)c(F)c(F)c2F)oc2c(F)c(F)c(F)c(F)c12
.,2%,COc1ccccc1N1CCN(CCNC(=O)Nc2cccc(C)c2C)CC1
-6.2%,-2%,COc1ccc(NC(=O)C(NS(=O)(=O)c2ccc3c(c2)CCCN3C(C)=O)C(C)C)c(OC)c1 (configuration not stated)
-0.6%,-16%,COc1ccc(C(=O)Nc2ccccc2)cc1S(=O)(=O)Nc1cc(C)on1
-1.2%,0%,Cc1ccc(Cl)cc1NC(=O)C(=O)NCc1cccnc1
-3.2%,-8%,Cn1c(COc2ccc(Cl)cc2)nnc1SCC(=O)NC1CCCCC1
0.5%,.,Cc1[nH]n2c(=O)c3c(nc2c1-c1cccc2ccccc12)CCC3
-2.2%,2%,Fc1cnc(NN=Cc2ccco2)nc1N1CCOCC1
-1.1%,-13%,N#Cc1nc(Cc2cccc3ccccc23)oc1NCc1ccc(F)cc1
9.9%,-8%,CC1=C(C(=O)Nc2cccnc2)C(c2ccccn2)n2nnnc2N1 (configuration not stated)
2.9%,-4%,CS(=O)(=O)N(CC(=O)NCc1cccnc1)c1ccc(Cl)cc1
2.7%,-5%,CCCCCn1c(CN2CCN(C(=O)c3ccco3)CC2)nc2c1c(=O)n(C)c(=O)n2C
1.1%,6%,O=c1c(Cl)c(Cl)cnn1Cc1ccc(Br)cc1
-0.6%,1%,CC1CCN(CCCNC(=O)C2CCN(S(=O)(=O)N3CCCCC3)CC2)CC1
0.6%,3%,COC(=O)C1=C(C)NC2=C(C(=O)CC(c3cccs3)C2)C1c1ccc(F)c(F)c1 (configuration not stated)
3.5%,.,Cc1csc(NC(=O)CN2C(=O)C3CC=CCC3C2=O)n1 (configuration not stated)
0.2%,4%,Cc1oc2ccc(OCc3cccc(Cl)c3)cc2c1C(=O)O
-2.1%,0%,CC1Cc2ccccc2N1C(=O)c1cc2c(=O)n3ccccc3nc2n1C (configuration not stated)
-2.7%,-14%,C=C(C)CSc1nnc(CCNC(=O)OC(C)(C)C)o1
-3.2%,.,CS(=O)(=O)N(CC(=O)NCc1ccc(Cl)cc1)C1CCCCC1
-5.0%,4%,CCOC(=O)C1=C(O)/C(=C\c2cccc3ccccc23)N=C1C
3.2%,0%,Cc1nn(-c2ccccc2)c2c1C(c1ccc([N+](=O)[O-])cc1)C(C#N)=C(N)O2 (configuration not stated)
-0.3%,-2%,C#Cc1cccc(NC(=O)c2ccc(Oc3ccc(NC(=O)c4cccc(C#C)c4)cc3)cc2)c1
1.8%,.,COc1ccc(NC(=O)CN(C)C(=O)c2ccc(C)s2)cc1
8.4%,.,COc1ccc(S(=O)(=O)N(C)CC(=O)Nc2cccc(C(C)=O)c2)cc1Cl
1.7%,1%,O=C(c1ccccc1)c1ccc(N2CCN(C(=O)c3ccccc3F)CC2)c(F)c1
-1.4%,1%,Cc1ccc(-n2nnnc2SCC(=O)c2cc(C)n(CC3CCCO3)c2C)cc1 (configuration not stated)
-2.3%,3%,O=[N+]([O-])c1ccc(/C=C(Cl)/C=N\n2cnnc2)cc1
2.8%,3%,O=C(c1ccc(Cl)c(Cl)c1)N1CCN(C/C=C/c2ccccc2)CC1
-1.4%,2%,CCOc1ccccc1NC1=C(Cl)C(=O)N(c2ccc(C)cc2)C1=O
8.8%,-2%,O=C1NC(=O)N(c2cccc(Br)c2)C(=O)/C1=C/c1ccc(F)cc1
-5.5%,13%,O=C1N=C(N2CCN(C3=NC(=O)/C(=C\c4ccc(O)cc4)S3)CC2)S/C1=C\c1ccc(O)cc1
1.5%,.,Cc1ccc(CNC(=O)C(C)OC(=O)c2cccs2)cc1 (configuration not stated)
.,3%,O=C1CN(C(=O)CN2CCOCC2)C(c2ccccc2)c2cc(Br)ccc2N1 (configuration not stated)
-1.9%,.,O=C1/C(=C/c2cccc(F)c2)CSc2sccc21
-1.7%,2%,CCOc1c(Cl)cc(/C=C2\C(=O)NC(=O)N(c3ccc(C)cc3)C2=O)cc1OC
-1.5%,-5%,COc1nc(OC)nc(N2CCC(NC(=O)C(Cc3ccc(C(C)C)cc3)NC(C)=O)CC2)n1 (configuration not stated)
-0.3%,1%,Clc1ccc(/C=C/C=Nc2cccc(-c3nc4ccccc4o3)c2)cc1
7.4%,-4%,CCOC(=O)N1CCN(C(=O)C(C)N(c2ccc(Oc3ccccc3)cc2)S(C)(=O)=O)CC1 (configuration not stated)
-6.2%,-1%,O=C(CSc1cc(Cl)ccc1Cl)Nc1cccc(Br)c1
-1.5%,-4%,CC1(C)CC(=O)C2=C(C1)OC1=C(C(=O)CC(C)(C)C1)C21C(=O)Nc2ccccc21
5.3%,-5%,O=C(Nc1ccccc1)c1ccc(-n2cnnn2)cc1
5.3%&5.1%,-16%&5%,CC(C)Oc1ccc2c3c(c(=O)oc2c1)CCC3
-3.5%,.,CCCC(=O)Nc1sc2c(c1C#N)CCCCC2
5.2%,4%,O=C(CC1Sc2ccc(C(F)(F)F)cc2NC1=O)Nc1ccc([N+](=O)[O-])cc1 (configuration not stated)

(listing goes on)
Hsp70 displacement,Rat MKP-3 inhibitors,molecule
3.2%,-5%,CC(CN1CCCCC1)OC(=O)c1ccc(Cl)cc1 (configuration not stated)
.,2%,Cc1ccc(N2C(=O)c3ccc(C(=O)N4CCN(c5ccccc5F)CC4)cc3C2=O)cc1
-4.6%,-14%,O=C(CCC1CCCCC1)N1CCN(Cc2ccc3c(c2)OCO3)CC1
2.0%,3%,CSc1cccc(NC(=O)c2ccco2)c1
13%,2%,O=C(CCCN1C(=O)/C(=C/c2ccc(F)cc2)SC1=S)Nc1ccc(C(=O)O)cc1
1.4%,0%,O=C(CCCC(=O)N(CC(=O)NC1CCCC1)C1CCCC1)Nc1ccccn1
-8.1%,4%,CC(C)(C)n1nnnc1C(c1cc2cc3c(cc2[nH]c1=O)OCO3)N1CCN(c2ccccc2)CC1 (configuration not stated)
3.0%,1%,Cc1onc(-c2ccccc2)c1C(=O)NCC(C)C
-0.1%,.,CCOC(=O)c1c(C)n(C)c2ccc(OC(=O)c3ccco3)cc12
-3.4%,3%,COc1cc(/C=C2\SC(=S)NC2=O)ccc1OS(=O)(=O)c1ccc(C)cc1
-3.0%,-2%,COc1ccc(NCc2nnc(SCC(=O)Nc3cc(C)cc(C)c3)o2)cc1
-1.8%,2%,CCN1CCN(c2nc3ccccc3nc2C(C#N)C(=O)OCc2ccccc2)CC1 (configuration not stated)
-0.1%,.,C=CCSc1nnc(-c2nnc(SCC=C)n2CC)n1CC
-0.3%,.,CC(C)n1c(SCC(=O)Nc2nc3ccccc3s2)nc2c1c(=O)n(C)c(=O)n2C
0.8%,-11%,CCCn1c(NCc2ccc3c(c2)OCO3)nc2ccccc21
-2.9%,5%,COc1ccc(C2OCC3(CO2)SC2=NCN(C)CN2C3=O)cc1 (configuration not stated)
3.1%,2%,O=C(NCC1CCCO1)c1cc2nc(-c3ccccc3)cc(-c3ccccc3)n2n1 (configuration not stated)
-0.2%,-10%,CC(=O)c1ccc(NC(=O)CSCCO)cc1
0.7%,-2%,COC(=O)C1CCN(C(=O)c2ccc(NC(C)=O)cc2)CC1
-5.8%,.,Cc1cc(S(=O)(=O)Nc2cc(C)c(O)c(C)c2)c(C)s1
-7.0%,-5%,C=CCN(C(=O)CCC(=O)Nc1cc(C)on1)C(C(=O)NC1CCCC1)c1cccnc1 (configuration not stated)
-2.1%,.,COc1ccc(S(=O)(=O)N(CC(=O)NCC2CCCO2)c2ccc(F)cc2)cc1OC (configuration not stated)
0.1%,-1%,O=C(Nc1ccccc1C(=O)N1CCCC1)c1ccc(Cl)cc1
-4.1%,2%,COCCN1C(=O)C(=O)/C(=C(/O)c2ccccc2)C1c1ccc(C)cc1 (configuration not stated)
-1.5%,-3%,Cc1ccc(NC(=O)NCC(c2cccnc2)N2CCOCC2)cc1 (configuration not stated)
3.5%,-7%,O=C(NCc1ccco1)c1cc2ccc(O)cc2oc1=O
3.1%,.,O=C(CCCc1c[nH]c2ccccc12)NCc1ccc2c(c1)OCO2
1.2%,0%,CC(=O)Nc1ccc(C(=O)Nc2ccc([N+](=O)[O-])cc2)cc1
2.0%,-13%,CN(c1ccc(OCC(=O)N2CCCCC2)cc1)S(=O)(=O)c1cccs1
-2.7%,-2%,CCOC(=O)c1ccc(N2C(=O)CC(N(C)CCc3ccc(OC)c(OC)c3)C2=O)cc1 (configuration not stated)
-3.7%,5%,O=C(COc1ccc(Br)cc1)N/N=C/c1ccco1
-3.6%,-6%,CCc1c(C)sc(NC(=O)OC)c1C(=O)N1CCOCC1
-7.0%,9%,COc1ccccc1N1CCN(C(=O)c2sc3nc(-c4ccc(F)cc4)cn3c2C)CC1
-0.2%,-1%,C/C(=N\NC(=O)CCN1CCN(C)CC1)c1ccc(O)cc1
-2.5%,-9%,CCCn1c(NC(=O)c2ccccc2)nc2ccccc21
3.8%,.,CCN(c1ccc(C)c(C)c1)S(=O)(=O)c1ccc2c(c1)CCN2C(=O)CCC(=O)O
-7.3%,-8%,Cn1cc(SCC(=O)Nc2nc3ccccc3s2)c2ccccc21
2.4%,1%,CCN(CC)C(=O)c1ccccc1Br
6.7%,-7%,COC(=O)CC1=C(C(=O)OC)C(c2cccc(OCC(N)=O)c2)C(C#N)=C(N)O1 (configuration not stated)
-1.8%,0%,O=C(CSc1nnc2ccccn12)c1ccc2c(c1)OCCO2
-1.3%,-3%,Cc1ccc(NC(=O)N2CCC(c3nc4c(nnn4Cc4cccc(Cl)c4)c(=O)[nH]3)CC2)cc1
0.2%,-4%,COC(=O)c1cccc(NC(=O)c2ccc(S(=O)(=O)N3CCN(C)CC3)cc2)c1
2.6%,1%,COc1cccc(-c2cc(C(=O)Nc3ccc(S(N)(=O)=O)cc3)c3ccccc3n2)c1
1.0%,-8%,COc1ccc(CCNC(=O)c2ccncc2)cc1OC
4.9%,.,CCc1nnc(NC(=O)C2COc3ccccc3O2)s1 (configuration not stated)
3.6%,-6%,CCOC(=O)c1cnc(-n2nc(C)cc2C)nc1NC1CCCCC1
2.9%,-1%,COc1cc(-c2nc3ccccn3c2/N=C/c2cc3c(cc2[N+](=O)[O-])OCO3)ccc1O
0.8%,0%,CN(C1CCCCC1)S(=O)(=O)c1ccc(NC(=O)C2CCCCC2C(=O)O)cc1 (configuration not stated)
-1.3%,-2%,Cc1onc(-c2ccccc2Cl)c1C(=O)Nc1ccc(-n2nncc2-c2ccco2)cc1
2.1%,-3%,COc1ccccc1-c1ccc(Nc2cccc(C(C)=O)c2)nn1
0.6%,0%,N#C/C(=C/c1ccc(Sc2ccccc2)o1)C(=O)Nc1ccccc1

Molecules shown so far containing an aryl thioether with sulfur outside any ring (13):
Hsp70 displacement,Rat MKP-3 inhibitors,molecule
5.0%,-7%,COc1ccc2nc(NC(=O)CSc3nnc4n3C(C)(C)Cc3ccccc3-4)sc2c1
-4.5%,5%,CSc1nc(-c2ccccc2F)c(C#N)c(=O)n1C
-3.2%,-8%,Cn1c(COc2ccc(Cl)cc2)nnc1SCC(=O)NC1CCCCC1
-2.7%,-14%,C=C(C)CSc1nnc(CCNC(=O)OC(C)(C)C)o1
-1.4%,1%,Cc1ccc(-n2nnnc2SCC(=O)c2cc(C)n(CC3CCCO3)c2C)cc1 (configuration not stated)
-6.2%,-1%,O=C(CSc1cc(Cl)ccc1Cl)Nc1cccc(Br)c1
2.0%,3%,CSc1cccc(NC(=O)c2ccco2)c1
-3.0%,-2%,COc1ccc(NCc2nnc(SCC(=O)Nc3cc(C)cc(C)c3)o2)cc1
-0.1%,.,C=CCSc1nnc(-c2nnc(SCC=C)n2CC)n1CC
-0.3%,.,CC(C)n1c(SCC(=O)Nc2nc3ccccc3s2)nc2c1c(=O)n(C)c(=O)n2C
-7.3%,-8%,Cn1cc(SCC(=O)Nc2nc3ccccc3s2)c2ccccc21
-1.8%,0%,O=C(CSc1nnc2ccccn12)c1ccc2c(c1)OCCO2
0.6%,0%,N#C/C(=C/c1ccc(Sc2ccccc2)o1)C(=O)Nc1ccccc1

A portion of the library. The share of hits here may be higher or lower than overall.
